# IL-1B inflam inh = qHTS for Inhibitors of Inflammasome Signaling: IL-1-beta AlphaLISA Primary Screen; THP-1 LPS/ATP IL-1B secretion, AlphaLISA, 16 h; active compounds read low; hit rate 4.7% among 360,000; activity change, % at 57.5 µM; AID 743279, 2014; in the data active means activity change below about -50%; inconclusive means mostly about -30% to -49%; further: on the % scale 0 is the no-effect control and ±100 the full control effect
#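 Secreted IL-1B measured by AlphaLISA bead assay after 16 h compound exposure of THP-1 cells; compounds (final up to 57.5 uM) added 1 h before LPS (250 ng/mL) and ATP (1.25 mM) stimulation; lower signal means less secretion.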
# ATXN viability = Viability Counterscreen for Primary qHTS for Inhibitors of ATXN expression; S2 cells (HEK-293 line with an ATXN2-luciferase reporter) viability, CellTiter-Fluor protease fluorescence, 24 h; hit rate 0.49% among 400,000; Potency, µM (highest dose often 56.7 µM), usual class: cytotoxic; AID 651635, 2014; further: potency means the concentration at half of the fitted maximal effect; nearly all actives have a fitted effect of over 40% in size
# KB-V1 MDR tox = qHTS assay for MDR1-selective chemotherapeutics: Primary screen using the drug-selected MDR subline cells KB-V1; KB-V1 MDR cells viability, CellTiter-Glo, 72 h; Potency, µM (series often up to 46.1 µM), for the others: top-dose activity change, negative = cytotoxicity, actives largely listed as cytotoxic; hit rate 3.4% among 400,000; further: potency means the concentration at half of the fitted maximal effect; on the % scale 0 is the no-effect control and ±100 the full control effect; nearly all actives have a fitted effect of over 60% in size
#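 Cytotoxicity toward P-gp-expressing KB-V1 cells was determined as loss of CellTiter-Glo luminescence after 72 h at 37 degrees C. Compounds were tested in quantitative HTS format across a concentration range, with curves fitted to normalized data.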
# SW480 rereplic = A quantitative high throughput screen for small molecules that induce DNA re-replication in SW480 colon adenocarcinoma cells; hit rate 1.8% among 340,000; SW480 DNA re-replication, Hoechst DNA content imaging, 48 h; AID 624297, 2012; Potency, µM (doses to about 46.1 µM), without a hit: at the highest dose re-replication activation, most hits filed as activators; further: potency means the concentration at half of the fitted maximal effect; % of control where 0% means no effect; nearly all actives have a fitted effect of over 55% in size
#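 SW480 cells exposed to compounds for 48 hr at 37 C, 5% CO2, then Hoechst-stained 40 min. Nuclear DNA content imaged by fluorescence scanning (405 nm excitation, 500-530 nm emission); re-replication scored as increased high-intensity nuclei.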
# MCF10A rerep = A quantitative high throughput screen for small molecules that induce DNA re-replication in MCF 10a normal breast cells | Potency, µM (series often up to 46.1 µM), for inactives: top-dose activity, positive = re-replication, actives largely listed as activators | MCF 10A DNA re-replication, Hoechst nuclear intensity, 48 h | hit rate 2.9% among 350,000; further: potency means the concentration at half of the fitted maximal effect; % of control where 0% means no effect; nearly all actives have a fitted effect of over 50% in size
# KB-3-1 cytotox = qHTS assay for MDR1-selective chemotherapeutics: Primary screen using the parental adenocarcinoma cell KB-3-1; KB-3-1 viability, CellTiter-Glo ATP luminescence, 72 h; Potency, µM (top dose mostly 46.1 µM), for the others: at the highest dose activity change, negative = cytotoxic, hits mostly cytotoxic; hit rate 1.4% among 400,000; AID 1347075, 2019; further: potency means the concentration at half of the fitted maximal effect; on the % scale 0 is the no-effect control and ±100 the full control effect; nearly all actives have a fitted effect of over 60% in size
#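 Using CellTiter-Glo luminescence, growth of non-resistant KB-3-1 adenocarcinoma cells is assessed 72 h after pin-tool compound addition at 37 °C. Normalized responses across the concentration series yield fitted curves.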
# HT1080 IDH1KD tx = qHTS for induction of synthetic lethality in tumor cells producing 2HG: qHTS for the HT-1080-IDH1KD cell line; Potency, µM (highest dose often 46.1 µM), for inactives: top-dose activity, negative = toxicity, hits mostly cytotoxic; HT-1080 IDH1 knockdown viability, ATP luminescence, 48 h; hit rate 2% among 360,000;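 further: potency means the concentration at half of the fitted maximal effect; 0% = DMSO wells and -100% = cell-free medium wells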
#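 Knockdown cells (IDH1KD HT-1080) received compounds 2 h after plating at 750 cells/well and were kept 48 h at 37 °C in 5% FBS RPMI. A CellTiter-Glo luminescence read gave % activity for curve fitting.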
# HT1080-NT tox = qHTS for induction of synthetic lethality in tumor cells producing 2HG: qHTS for the HT-1080-NT fibrosarcoma cell line | HT-1080-NT fibrosarcoma viability, CellTiter-Glo ATP luminescence, 48 h | Potency, µM (highest dose often 46.1 µM), inactives show at the highest dose activity, negative = less viability, most hits filed as cytotoxic | hit rate 1.6% among 360,000;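 further: NT is the 2HG producing partner of a matched IDH1 knockdown line; potency means the concentration at half of the fitted maximal effect; 0% = DMSO-treated cells and -100% = media-only wells without cells; nearly all actives have a fitted effect of over 55% in size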
#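 Fibrosarcoma NT cells, 750 per well in 5% FBS RPMI, were exposed to compound for 48 hours. Viability: CellTiter-Glo luminescence.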
# ATXN2 expr inh = Primary qHTS for Inhibitors of ATXN expression; hit rate 0.72% among 360,000; Potency, µM (top dose mostly 57 µM), inactives show at the top dose activity change, negative = inhibition, usual class: inhibitors; HEK-293 ATXN2-luciferase reporter, luminescence, 24 h; further: potency means the concentration at half of the fitted maximal effect; on the % scale 0 is the no-effect control and ±100 the full control effect; nearly all actives have a fitted effect of over 55% in size
#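 qHTS (up to 57 uM final) was run with 24 h compound exposure of reporter cells at 37 °C. Each well was multiplexed: SteadyGlo luminescence measured ATXN2-luciferase expression after a fluorogenic Gly-Phe-AFC viability readout (25 uM final).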
# Numbers without * were called inactive; i = inactive; ? = inconclusive; . = no result given; [ ] = another dose, or the depositor's remark. Unless noted, the call rests on the fitted dose curve; in most records, active means well fitted curve in the direction sought with a large enough effect; inconclusive means small, poorly fitted or top-dose-only effect, or another doubt; inactive means no such curve, though single readings can be large; an effect the other way counts as inactive or inconclusive.
1. CC1(C)CC(=O)C(C2c3ccccc3S(=O)(=O)c3ccccc32)C(=O)C1
2. CC(=O)c1ccc(NC(=O)CSc2nnc(NC(=O)CN3CCOCC3)s2)cc1
3. CCCCNc1c(-c2ccc(OC)c(SC(C)CC)c2)nc2cnccn12 (stereo not drawn)
4. COc1ccc2cc(C(=O)c3ccccc3)c(=O)oc2c1
5. COc1ccc(Cl)cc1C(=O)NNC(=O)CNC(=O)c1ccc(C)s1
6. S=c1[nH]nc(Cn2nnc3ccccc32)n1-c1ccc(Cl)cc1
7. OC(c1ccc(Cl)cc1)c1ncc(-c2ccccc2F)[nH]1 (stereo not drawn)
8. Cc1ccc(OCC(=O)NCCNC(=O)c2ccncc2)cc1C
9. Cc1cccc(NCc2n[nH]c(=S)n2-c2ccccc2)c1
10. Cn1c(=S)[nH]c(=O)c2ncc(=O)[nH]c21
Compound,1,2,3,4,5,6,7,8,9,10
IL-1B inflam inh,-5,7,-67*,-8,0,18,9,17,-4,-1
ATXN viability,?,i,.,i,?,i,i,i,i,i
KB-V1 MDR tox,4%,-17%,?,4%,0%,25%,1%,3%,6%,-13%
SW480 rereplic,4.1µM*,-3%,?,3%,-9%,4%,.,-3%,1%,-8%
MCF10A rerep,21%,1%,?,0%,2%,0%,.,-7%,-13%,-4%
KB-3-1 cytotox,-1%,3%,?,-8%,-1%,8%,0%,-3%,1%,-7%
HT1080 IDH1KD tx,1%,9%,0%,0%,6%,3%,-23%,-3%,-1%,16%
HT1080-NT tox,-3%,3%,-8%,11%,22%,9%,-9%,12%,-1%,12%
ATXN2 expr inh,.,35%[activator],?,2%,-12%,9%,33%[activator],13%,.,-28%[11.3 µM]

11. O=C(CNS(=O)(=O)c1ccccc1)N1CCN(c2ccccc2)CC1
12. COc1ccccc1C(=O)NCC(=O)OC(C)C(=O)N(C)C1CCCCC1 (stereo not drawn)
13. COc1ccc(NC(=O)Cn2cc(S(=O)(=O)c3ccccc3)c(=O)c3cc(C)ccc32)cc1Cl
14. O=C(CSc1cn(Cc2ccccc2)c2ccccc12)N1CCOCC1
15. COc1cc(NS(=O)(=O)c2ccc(NC(=O)NC3CCCCC3)cc2)nc(OC)n1
16. CCOc1ccc(Br)cc1S(=O)(=O)Nc1ccc(C(=O)OC(C)C(=O)N(C)c2ccccc2)cc1 (stereo not drawn)
17. COc1ccc(NS(=O)(=O)c2cccc(C(=O)N3CCN(C(=O)c4ccco4)CC3)c2)cc1
18. CCC(C)(C(=O)NC1CCCCC1)N(Cc1ccco1)C(=O)c1cnccn1 (stereo not drawn)
19. O=C(Nc1ccon1)c1sc2cc(Cl)ccc2c1Cl
20. COc1ccc(C(=O)CC(Sc2ccccc2N)c2ccc(OC)cc2)cc1 (stereo not drawn)
Compound,11,12,13,14,15,16,17,18,19,20
IL-1B inflam inh,-6,17,.,-25,37,12,41,0,0,-9
ATXN viability,i,?,i,i,i,?,i,i,?,i
KB-V1 MDR tox,-11%,-4%,?,-13%,1%,?,-22%,-1%,-15%,-2%
SW480 rereplic,9%,-22%,.,5%,-3%,9%,-1%,27%,3%,.
MCF10A rerep,-17%,0%,.,-5%,11%,?,16%,-187%[0.0737 µM],-7%,.
KB-3-1 cytotox,-3%,2%,-19%,1%,4%,0%,-8%,0%,-3%,23µM*
HT1080 IDH1KD tx,5%[9.24 µM],13%,.,1%,-6%,?,-1%,-10%,?,-23%
HT1080-NT tox,5%,2%,.,0%,6%,-23%,-2%,-2%,?,-8%
ATXN2 expr inh,24%,.,8%,38%[activator],5%,-11%,7%,-7%,-9%,.

21. Cc1ccc(C(=O)CC2(O)C(=O)N(CCc3ccccc3)c3ccc(Cl)cc32)cc1 (stereo not drawn)
22. O=C(CN1C(=O)COc2ccc(S(=O)(=O)N3CCOCC3)cc21)N1CCN(c2ccccc2F)CC1
23. CS/C(=C(/C#N)S(=O)(=O)c1ccc(Cl)cc1)N1CCOCC1
24. CCN(CC)S(=O)(=O)c1ccc(NC(=O)CSc2cccc[n+]2[O-])cc1
25. Cc1cc(C)n(CCOc2ccc(Br)cc2)n1
26. O=C(/C=C\c1ccco1)c1ccc(NC(=O)c2ccco2)cc1
27. CN(CC(=O)Nc1ccc(F)cc1)C(=O)COC(=O)c1nc(Cl)ccc1Cl
28. Cc1ccc(NC(=O)C2CCN(c3ncnc4sc(C)c(C)c34)CC2)cc1S(=O)(=O)N(C)C
29. CC(C)CCN(C(=O)c1cn2ccccc2n1)c1c(N)n(Cc2ccccc2)c(=O)[nH]c1=O
30. C=CCn1c(SCC(=O)Nc2nncs2)nnc1-c1ccco1
Compound,21,22,23,24,25,26,27,28,29,30
IL-1B inflam inh,.,.,-7,1,-27,-18,12,-10,-5,-17
ATXN viability,?,i,i,i,i,i,i,?,i,i
KB-V1 MDR tox,-28%,-27%,3%,7%,-2%,-6%,10%,?,-4%,19%
SW480 rereplic,.,.,-1%,-4%,-28%,?,.,-477%[inhibitor],17%,-10%
MCF10A rerep,.,.,1%,12%,-9%,?,.,?,15%,-8%
KB-3-1 cytotox,-35%,12%,-1%,1%,1%,-3%,1%,?,1%,2%
HT1080 IDH1KD tx,.,.,9%,10%,13%,-16%,5%,-19%,2%,8%
HT1080-NT tox,.,.,8%,2%,17%,-23%,-1%,-6%,-3%,0%
ATXN2 expr inh,?,10%,.,3%,-13%,6%,.,?,6%,21%

# Three compounds out of the list, ordered by SMILES length, ascending.
23. CS/C(=C(/C#N)S(=O)(=O)c1ccc(Cl)cc1)N1CCOCC1
28. Cc1ccc(NC(=O)C2CCN(c3ncnc4sc(C)c(C)c34)CC2)cc1S(=O)(=O)N(C)C
22. O=C(CN1C(=O)COc2ccc(S(=O)(=O)N3CCOCC3)cc21)N1CCN(c2ccccc2F)CC1
Compound,23,28,22
IL-1B inflam inh,-7,-10,.
ATXN viability,i,?,i
KB-V1 MDR tox,3%,?,-27%
SW480 rereplic,-1%,-477%[inhibitor],.
MCF10A rerep,1%,?,.
KB-3-1 cytotox,-1%,?,12%
HT1080 IDH1KD tx,9%,-19%,.
HT1080-NT tox,8%,-6%,.
ATXN2 expr inh,.,?,10%

# The list goes on.
31. Cn1c(N)c(C(=O)COC(=O)c2cc(C3CC3)nc3ccccc23)c(=O)n(Cc2ccccc2)c1=O
32. O=C(NC1CCS(=O)(=O)C1)c1ccc(S(=O)(=O)NCC2CCCO2)cc1 (stereo not drawn)
33. CC(C)N(C(=O)[C@H]1C[C@H](CC(=O)NCc2cccc(C(F)(F)F)c2)C(=O)N2CCc3c([nH]c4cc(CCC(=O)N(C)C)ccc34)[C@]12C)C(C)C
34. COc1cccc(C(=O)COC(=O)c2cc(-c3cccs3)nc3ccccc23)c1
35. Cc1cc(C(=O)N2CCOCC2)c(C)o1
36. O=C(CCCCn1c(=O)c2ccccc2n(CC(=O)Nc2cccc(F)c2)c1=O)NCc1ccco1
37. Cc1ccc(OCc2ccc(-c3nc(C#N)c(N4CCC(C)CC4)o3)o2)cc1
38. Cc1cc(NC(=O)/C=C\C(=O)O)c([N+](=O)[O-])cc1C
39. COc1ccc(N2CCN(C(=O)Cn3ncc4c([nH]c5ccccc54)c3=O)CC2)cc1
40. CCOCCCNC(=O)C1CCN(S(=O)(=O)N2CCCC2)CC1
Compound,31,32,33,34,35,36,37,38,39,40
IL-1B inflam inh,2,7,-67*,.,9,-5,.,2,0,4
ATXN viability,i,i,16µM*,i,i,?,i,i,i,i
KB-V1 MDR tox,5%,?,7%,0%,8%,0%,-17%,10%,6%,8%
SW480 rereplic,-29%,0%,?,.,0%,1%,.,-8%,9%,-12%
MCF10A rerep,-11%,-3%,?,.,-1%,-4%,.,-5%,2%,7%
KB-3-1 cytotox,0%,22%,1%,19%,12%,4%,-4%,5%,9%,-1%
HT1080 IDH1KD tx,-22%,14%,3%,.,2%,-2%,.,-3%,6%,3%
HT1080-NT tox,-7%,22%,-4%,.,13%,-1%,.,2%,6%,-1%
ATXN2 expr inh,-18%,-8%,?,-1%,5%,1%,-3%,-20%,0%,.

41. CN(C)c1ncc(S(=O)(=O)c2ccccc2)c(-c2ccc(Cl)cc2Cl)n1
42. CC12CCC(C(=O)N(NC(=O)c3ccc(O)cc3)C1=O)C2(C)C (stereo not drawn)
43. CC(=O)c1n[nH]nc1Nc1nc(C)cc(C)n1
44. O=C(Cc1ccccc1)Nc1ccccc1C(=O)Nc1ccccc1
45. CCCc1noc2c1/C(=N\O)CC(CC(C)SCC)C2 (stereo not drawn)
46. COC(=O)NCC(c1ccco1)N1CCN(c2ccc(OC)cc2)CC1 (stereo not drawn)
47. CNc1ccc2c3c(cccc13)C(=O)N(C)C2=O
48. CCc1ccccc1N1CCN(S(=O)(=O)c2cc(OC)ccc2OC)CC1
49. Cc1ccc(CNC(=O)c2ccc(OCC3CCCO3)cc2)cc1 (stereo not drawn)
Compound,41,42,43,44,45,46,47,48,49
IL-1B inflam inh,0,-14,-7,23,?,-6,-25,-7,25
ATXN viability,i,i,i,i,i,i,.,i,i
KB-V1 MDR tox,15µM*,9%,17%,0%,?,11%,3%,?,0%
SW480 rereplic,-7%,?,-1%,?,0%,-4%,-1%,-1%,74%
MCF10A rerep,?,?,11%,-83%[inhibitor],4%,-1%,10%,?,-2%
KB-3-1 cytotox,-27%,16%,12%,19%,-7%,5%,2%,-9%,5%
HT1080 IDH1KD tx,-2%,2%,15%,-3%,4%,4%,-2%,?,8%
HT1080-NT tox,4%,6%,0%[9.24 µM],-7%,2%,3%,-4%,3%,7%
ATXN2 expr inh,4%,2%,-2%,-6%,16%,1%,.,10%,2%
